# Screening results as filed in PubChem.
# FadD28 FP inh = inhibitors of Mycobacterium tuberculosis FadD28 bisubstrate binding; FadD28 bisubstrate probe binding, fluorescence polarization; inhibition, % at 12.5 µM; AID 588549; 0.22% of 360,000 active; in the data active = inhibition above about 8.5%, passing the limit was not always enough; inconclusive = no clear call, values can overlap the other calls
# GDH-TPI counter = inhibits GDH-TPI coupling enzymes, artifact for Mtb FBA screen | GDH-TPI coupled enzyme counterscreen, NADH absorbance | inhibition, % at 4.8 µM | 1.2% of 360,000 active | AID 588335; in the data active = inhibition above about 30%;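 note: 0% = DMSO wells and 100% = wells lacking the enzyme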
# UGM FP inh = inhibitors of M. tuberculosis UDP-galactopyranose mutase. inhibition, % at 10 µM. purified UGM, fluorescence polarization probe displacement. 0.06% of 320,000 active. AID 504406; in the data active = inhibition above about 10%, passing the limit was not always enough; inconclusive = no clear call, values can overlap the other calls
# Target sequence (P9WIQ1 whole entry, looked up): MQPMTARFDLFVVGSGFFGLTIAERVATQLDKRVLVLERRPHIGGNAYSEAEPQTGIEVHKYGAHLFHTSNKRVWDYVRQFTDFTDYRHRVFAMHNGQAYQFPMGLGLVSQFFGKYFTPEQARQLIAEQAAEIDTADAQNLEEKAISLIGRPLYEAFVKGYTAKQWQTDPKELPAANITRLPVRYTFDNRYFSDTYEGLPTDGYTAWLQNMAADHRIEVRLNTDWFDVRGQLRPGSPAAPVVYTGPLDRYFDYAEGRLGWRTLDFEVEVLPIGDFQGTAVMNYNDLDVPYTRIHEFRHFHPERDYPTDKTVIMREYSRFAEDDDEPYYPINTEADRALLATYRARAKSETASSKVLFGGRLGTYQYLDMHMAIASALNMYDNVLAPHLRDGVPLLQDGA
# Mtb FBA inh = Mtb fructose-bisphosphate aldolase inhibition | P9WQA3 | purified M. tuberculosis FBA, fluorescence read-out | inhibition, % at 1 µM | 2.3% of 360,000 active; in the data active = inhibition above about 27%;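 note: 0% = vehicle and 100% = reference inhibitor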
# Mtb BioA inh = inhibitors of Mycobacterium tuberculosis BioA enzyme; purified M. tuberculosis BioA enzyme, plate reader; inhibition, % at 9.99 µM; 0.096% of 360,000 active; in the data active = inhibition above about 40%; inconclusive = no clear call, values can overlap the other calls
# MazEF act = increases E. coli MazEF RNase cleavage of RNA | P0AE70 | FAM/BHQ RNA-DNA oligo cleavage fluorescence, 5 h | activation, % at 20 µM | 0.32% of 350,000 active | AID 504720; in the data active = activation above about 50%
# Target sequence (P0AE70 whole entry, looked up): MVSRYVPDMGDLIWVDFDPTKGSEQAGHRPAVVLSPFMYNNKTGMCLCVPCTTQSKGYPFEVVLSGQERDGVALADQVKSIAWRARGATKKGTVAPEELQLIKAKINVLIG
# Rv3671c inh = Rv3671c (M. tuberculosis) protease inhibition | 0.048% of 320,000 active | inhibition, % at 5.96 µM | AID 2606 | P9WHR9; in the data active = inhibition above about 38%;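 note: extracellular domain of Rv3671c used as enzyme; 0% = enzyme with DMSO and 100% = no enzyme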
# Target sequence (P9WHR9 whole entry, looked up, the tested form may be a part): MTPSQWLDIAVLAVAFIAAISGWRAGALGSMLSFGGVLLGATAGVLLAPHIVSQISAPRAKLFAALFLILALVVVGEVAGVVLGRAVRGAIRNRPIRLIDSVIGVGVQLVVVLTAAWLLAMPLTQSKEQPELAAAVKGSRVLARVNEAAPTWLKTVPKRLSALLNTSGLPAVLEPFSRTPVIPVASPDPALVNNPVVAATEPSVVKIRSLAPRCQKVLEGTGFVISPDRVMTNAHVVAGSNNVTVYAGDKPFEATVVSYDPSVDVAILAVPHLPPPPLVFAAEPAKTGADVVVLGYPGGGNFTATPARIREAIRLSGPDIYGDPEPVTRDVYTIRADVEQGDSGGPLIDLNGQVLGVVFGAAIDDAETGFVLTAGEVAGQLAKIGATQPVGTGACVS
# PrPC surface inh = cell surface PrPC inhibition, primary TR-FRET screen; inhibition, % at 13.8 µM; AID 720596; P04156; 0.43% of 370,000 active; TR-FRET read-out; in the data active = inhibition above about 24%; note: 0% = median of the test wells and 100% = reference compound wells
# BoNT F protease = blocks Botulinum neurotoxin F light chain protease | Multiplex microsphere protease cleavage assay, flow cytometry | inhibition, % at 10 µM | 0.22% of 360,000 active | AID 588497; in the data active = inhibition above about 35%, passing the limit was not always enough; inconclusive = no clear call, values can overlap the other calls; note: plate controls were buffer without enzyme for full effect and enzyme alone for no effect
# * marks the source's active call; other numbers are inactive results; ? = inconclusive; . = not tested or not shown; & = joins results of further samples. Outcome played no part in choosing rows; 4.8% or so of the library scored in one or more.
smiles	BoNT F protease	Mtb BioA inh	GDH-TPI counter	FadD28 FP inh	PrPC surface inh	UGM FP inh	Rv3671c inh	MazEF act	Mtb FBA inh
CCC1(CC)Cc2ccccc2C2=C(C(=O)N3CCCCC3)C(=O)C(=O)N21	-4	.	9	-0.8	6	2.1	-4	-1	-3
CC12CCC(=O)C=C1CCC1C2CCC2(C)C(C(=O)CO)CC(O)C12 (stereo unspecified)	-4	1.2	-1	-0.6	2	.	.	9	1
O=C(c1ccccc1NS(=O)(=O)c1cccc([N+](=O)[O-])c1)N1CCOCC1	2	-0.2	10	2.6	-5	-2.6	-1	-1	5
CCNc1ccc(Br)cc(C(=O)/C=C/c2c(Cl)cccc2Cl)c1=O	16	.	11	-3.2	.	-3.2	10	3	-2
Cn1nc(C(=O)OCC(=O)c2ccc(Br)cc2)c2ccccc2c1=O	4	-1.2	5	-0.6	-1	2.1	2	5	-3
CN(C)c1ccnc(C(=O)O)c1	-1	.	2	1.2	-5	2.9	-11	0	-1
Cc1cc(C)cc(OCC(=O)Nc2ccc(N3CCOCC3)cc2N2CCOCC2)c1	-2	-2.4	7	-2.3	5	-2.9	9	7	3
O=C(CCN1C(=O)c2ccccc2C1=O)Nc1cccc(O)c1	8	0.4	3	-0.8	0	1.6	-7	0	0
Oc1ccc(Oc2ccc(Oc3ccc(O)cc3)cc2)cc1	8	6.8	-2	-2.0	-1	-2.5	-3	1	0
COc1ccccc1Nc1ccncc1[N+](=O)[O-]	-1	.	6	-0.1	-18	4.7	-10	-9	0
CCOC(=O)c1cc2n(c1C)-c1ccccc1C2=O	-3	-0.7	19	-5.6	-10	2.0	-6	8	-1
CCc1nnc(NS(=O)(=O)c2ccc(NC(=O)c3cccc(Br)c3)cc2)s1	0	3.1	-6	-7.3	-3	1.5	-13	-3	-3

# Some of the entries above in a different format:
# The line under a structure holds: BoNT F protease	Mtb BioA inh	GDH-TPI counter	FadD28 FP inh	PrPC surface inh	UGM FP inh	Rv3671c inh	MazEF act	Mtb FBA inh
CC12CCC(=O)C=C1CCC1C2CCC2(C)C(C(=O)CO)CC(O)C12 (stereo unspecified)
 : -4	1.2	-1	-0.6	2	.	.	9	1
Cn1nc(C(=O)OCC(=O)c2ccc(Br)cc2)c2ccccc2c1=O
 : 4	-1.2	5	-0.6	-1	2.1	2	5	-3
CCc1nnc(NS(=O)(=O)c2ccc(NC(=O)c3cccc(Br)c3)cc2)s1
 : 0	3.1	-6	-7.3	-3	1.5	-13	-3	-3
O=C(c1ccccc1NS(=O)(=O)c1cccc([N+](=O)[O-])c1)N1CCOCC1
 : 2	-0.2	10	2.6	-5	-2.6	-1	-1	5
CCNc1ccc(Br)cc(C(=O)/C=C/c2c(Cl)cccc2Cl)c1=O
 : 16	.	11	-3.2	.	-3.2	10	3	-2
COc1ccccc1Nc1ccncc1[N+](=O)[O-]
 : -1	.	6	-0.1	-18	4.7	-10	-9	0
CCOC(=O)c1cc2n(c1C)-c1ccccc1C2=O
 : -3	-0.7	19	-5.6	-10	2.0	-6	8	-1

# Next structures:
smiles	BoNT F protease	Mtb BioA inh	GDH-TPI counter	FadD28 FP inh	PrPC surface inh	UGM FP inh	Rv3671c inh	MazEF act	Mtb FBA inh
Cc1nc(NC(=O)c2ccco2)sc1C(=O)O	-1	-0.4	12	-4.8	-3	-1.5	3	4	2
Cc1noc(C)c1COC(=O)CCc1nc2ccccc2s1	4	1.8	-2	-0.7	-2	0.1	-8	3	-4
CC1CCN(S(=O)(=O)c2ccc(S(=O)(=O)NCc3ccccc3)cc2)CC1	1	.	-13	-4.2	-7	1.7	-14	-5	1
O=C(NC12CC3CC(CC(C3)C1)C2)c1cc(F)c(F)cc1Cl	11	-1.2	-5	-1.8	4	-0.7	3	0	-2
Cn1c(=O)c2c(n(C)c1=O)=NC1(CCCCC1)ON=2	-15	-1.9	2	-4.5	-16	3.2	-1	2	-1
Cc1ccc(-n2cc(CN(C)Cc3nccn3C)c(-c3ccc(F)cc3)n2)cc1	2	3.0	1	-5.7	-2	-0.7	-6	5	-3
COc1ccc(C(CNC(=O)Cc2ccc(Cl)c(Cl)c2)N2CCCCC2)cc1 (stereo unspecified)	-7	0.0	-1	-3.1	1	-1.0	-3	11	0
CN(CCc1ccccn1)C(=O)c1cc(COc2ccc(F)cc2F)on1	2	-1.3	12	-0.2	5	0.3	-2	-3	26
Cc1ccsc1/C=C1/SC(=O)N(CC(=O)N2CCCC2)C1=O	-3	-0.2	11	-2.3	-17	7.0	7	2	-2
COc1ccc(S(=O)(=O)NCc2csc(-c3cccnc3)n2)cc1	-11	0.0	-8	-4.7	-10	0.7	0	-4	0
Cc1cc(C)c(S(=O)(=O)NCc2ccc3c(c2)cc(C)n3C)c(C)c1	-79	-3.9	1	0.6	39*	0.2	2	12	-1
Cc1ccc([N+](=O)[O-])cc1NC(=O)c1ccccc1	4	-1.5	7	-2.0	-6	-2.1	-10	4	6

# The list continues.
smiles	BoNT F protease	Mtb BioA inh	GDH-TPI counter	FadD28 FP inh	PrPC surface inh	UGM FP inh	Rv3671c inh	MazEF act	Mtb FBA inh
COc1ccccc1N=Nc1c(C)noc1C	?	.	3	-2.4	-1	0.0	10	14	1
Cc1cc(C(F)(F)F)c(C#N)c(SCC(=O)NC2CC2)n1	-2	2.7	6	-3.5	7	-1.2	-1	-5	2
Cc1nn(-c2ccccc2)c2sc(C(=O)N(CC(=O)NC(C)(C)C)Cc3ccco3)cc12	7	0.8	10	-5.7	8	0.9	3	0	7
CSCCC(=O)N1CCN(CC(=O)N2CCCC2)CC1	-3	-1.2	3	0.7	3	-4.7	-1	4	3
O=C(CSc1nnc(Cc2cccs2)n1Cc1ccco1)Nc1ccc(Br)cc1	-6	1.9	11	-4.4	13	1.8	-13	5	-2
Cc1ccc(S(=O)(=O)N(CC(=O)N2CCN(c3ccccc3F)CC2)C2CCCCC2)cc1	-3	13	-5	-4.9	5	0.6	-2	2	-1
CC(=O)OC1(C(C)=O)CCC2C3CC4OC45CC(O)CCC5(C)C3CCC21C (stereo unspecified)	-3	0.7	11	1.3	-2	.	.	3	2
Cc1c(NC(=O)COC(=O)Cn2cc(C(F)(F)F)ccc2=O)cccc1[N+](=O)[O-]	-2	3.7	-3	0.8	2	2.5	1	-7	4
COc1ccc(C=NCCC2(O)CC(C)N(C)CC2C)cc1 (stereo unspecified)	54*	0.7	7	-0.5	2	0.1	2	-40	6
Cc1cc([N+](=O)[O-])nn1CC(=O)N1CCN(Cc2ccccc2)CC1	-1	.	10	-0.6	-2	-4.5	-1	-3	1
COc1ccc(C2/C(=C(/O)c3ccc4c(c3)CC(C)O4)C(=O)C(=O)N2CCCN2CCOCC2)cc1OC (stereo unspecified)	0	-0.5	14	-2.7	0	-0.8	-1	-6	-1
Nc1nc(=S)c2ncn(C3CCCCC3)c2[nH]1	-3	-0.9	31*	.	4	.	.	0	5

# 2 compounds picked at random from the list so far, as already listed:
smiles	BoNT F protease	Mtb BioA inh	GDH-TPI counter	FadD28 FP inh	PrPC surface inh	UGM FP inh	Rv3671c inh	MazEF act	Mtb FBA inh
Cn1c(=O)c2c(n(C)c1=O)=NC1(CCCCC1)ON=2	-15	-1.9	2	-4.5	-16	3.2	-1	2	-1
COc1ccc(C(CNC(=O)Cc2ccc(Cl)c(Cl)c2)N2CCCCC2)cc1 (stereo unspecified)	-7	0.0	-1	-3.1	1	-1.0	-3	11	0

# (list continues)
smiles	BoNT F protease	Mtb BioA inh	GDH-TPI counter	FadD28 FP inh	PrPC surface inh	UGM FP inh	Rv3671c inh	MazEF act	Mtb FBA inh
CCN(CC)CCn1c2ccccc2c2n[nH]c(=S)nc21	-101	1.4	6	-2.5	-19	1.0	14	23	-1
Cn1c(=O)[nH]c(=O)c2c1nc(NCCc1ccccc1)n2CC(O)COc1ccccc1 (stereo unspecified)	-5	-2.3	-1	1.4	1	0.6	0	10	5
CCn1cnc2c([N+](=O)[O-])c(NS(=O)(=O)c3ccc(C)cc3)ccc21	-2	0.3	4	-1.6	-5	0.9	-4	-2	-1
Cc1c(NC(=S)N/N=C/c2ccc(Br)cc2)c(=O)n(-c2ccccc2)n1C	?	.	18	-1.3	-10	2.4	3	3	0
CCCNCC1C(Oc2ccc(Cl)cc2Cl)C(=O)N1c1cccc(C)c1C (stereo unspecified)	-8	.	5	-2.6	2	-0.6	-6	-1	-2
OC[C@@H](O)C(O)[C@@H](O)CO (stereo partly specified)	1	-0.7	-6	-2.9	6	.	.	.	-1
Cc1ccc(/C=N/NC(=O)C2CC(=O)N(c3ccccc3)C2)s1 (stereo unspecified)	30	.	8	1.3	2	-0.6	0	-3	0
COc1ccc(NC(=O)C(=O)NCCO)cc1Cl	14	.	7	0.2	8	2.1	4	12	-1
CC(C)(C)OC(=O)[C@H](Cc1ccccc1)NC(=O)c1nc[nH]c1C(=O)N1CCN(c2ccccc2)CC1	-1	0.7	9	-2.8	3	1.4	3	0	3
O=C(Cn1cnc2ccccc2c1=O)c1c[nH]c2ccccc12	-17	-1.1	3	1.7	1	-1.6	-3	-2	-2
COC(=O)c1cc(C(=O)N2CCN(c3cccc(Cl)c3)CC2)cc([N+](=O)[O-])c1	8	.	7	-0.5	-5	3.7	-7	1	5
CCN(CC)S(=O)(=O)c1ccc2c(c1)nc(SCC(=O)NC1CC1)n2-c1ccccc1OC	-6	4.9	-12	-4.1	5	0.9	-1	3	2

# Next structures
smiles	BoNT F protease	Mtb BioA inh	GDH-TPI counter	FadD28 FP inh	PrPC surface inh	UGM FP inh	Rv3671c inh	MazEF act	Mtb FBA inh
COc1cc(OC)cc(-c2nnc(SCC(=O)N3CCCc4ccccc43)o2)c1	-5	-0.8	1	-3.9	-1	-0.8	-9	2	-1
CCCCCC(=O)Nc1nc(C)c(-c2csc(Nc3cc(Cl)ccc3OC)n2)s1	-10	-1.9	20	-1.2	-3	1.5	9	0	6
CC(C)CCN(Cc1ccco1)S(=O)(=O)c1ccc(-c2ccc(=O)[nH]n2)s1	5	-0.8	12	-9.6	3	-1.7	-7	1	-1
COc1ccc(N=C(C)C2=C(O)CSC2=O)cc1	6	-1.0	18	1.2	2	-1.1	-11	-6	0
O=C(NCc1ccco1)c1ccccc1F	1	-1.4	2	0.7	11	1.6	-3	3	3
COc1ccc2nc(SCCC(=O)O)cc(C)c2c1	-3	.	19	-1.3	8	-4.2	1	10	3
N#C/C(=C\c1ccccc1)C(=O)OCC(=O)N1CCCC1	-1	.	-10	-3.2	0	4.0	2	6	-2
O=C(NCc1ccc(F)cc1)c1cc(-c2ccco2)on1	-6	.	13	-1.5	5	0.6	-16	-6	1
O=C(Cn1cncn1)N/N=C/c1cccc(Cl)c1	?	-0.1	1	-3.5	9	-1.7	6	3	1
C[C@H]1CN([C@@H](C)CO)C(=O)c2cc(NC(=O)NC3CCCCC3)ccc2O[C@H]1CN(C)C(=O)Nc1ccc(C(F)(F)F)cc1	-1	-1.4&-2.0	13	-3.5	2	-1.3	-13	-12	10
O=C(N=C1SC2CS(=O)(=O)CC2N1c1ccc(F)cc1F)C1CC1 (stereo unspecified)	2	-1.6	-2	-4.3	3	1.6	0	16	-3
O=C(O)c1cccc(N/N=C/c2cccc3ccccc23)c1	0	-0.9	11	3.3	7	0.9	6	-1	4

# (list continues)
smiles	BoNT F protease	Mtb BioA inh	GDH-TPI counter	FadD28 FP inh	PrPC surface inh	UGM FP inh	Rv3671c inh	MazEF act	Mtb FBA inh
COC(=O)C(C)(C)ONC(=O)Nc1ccccc1Br	4	-4.7	9	1.9	3	2.8	-3	-3	-1
O=C1CSC(=Nc2ccc(Cl)cc2)N1Cc1ccco1	?	.	0	-0.3	2	0.7	4	1	4
O=C(NCCCSc1ccccc1)c1cc(Br)ccc1O	-6	-0.5	2	-5.6	1	-1.0	.	3	3
N/C(Cc1ccc([N+](=O)[O-])cc1)=N\OC(=O)Cc1ccccc1	0	.	2	-0.9	-5	-0.1	-8	-1	0
CC(=O)c1ccc(NC(=S)NC(=O)c2c(Cl)c(C)nn2C)cc1	-3	.	19	-4.5	1	-2.0	-11	-7	-1
